# MBD2 DNA inh – inhibitors of MBD2 binding to methylated DNA, primary screen, biochemical, TR-FRET, DNA-binding domain, human. Methyl-CpG-binding domain protein 2 (Homo sapiens), Q9UBB5. inhibition, % at 4.4 µM. hit rate 0.31% among 370,000. AID 686964, 2013. MBD2 binding to methylated oligonucleotide; in the data active = inhibition above about 13%
# rCAG binder – binders of r(CAG) RNA repeats, primary screen, biochemical, fluorescence; r(CAG) RNA repeat, TO-PRO-1 dye displacement fluorescence; inhibition, % at 3 µM; hit rate 1.3% among 370,000; AID 651821, 2012;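 active = inhibition above the plate cutoff, the mean of all test compounds on that plate plus 3 SD, cut at about 35% in these data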;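 also: 0% = DMSO alone and 100% = 100 µM mitoxantrone as full dye displacement; higher means more dye released from RNA so lower well fluorescence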
# HTRA1 inhibitor – HTRA1 serine protease inhibitors, primary screen, biochemical, fluorescence polarization, HTS. Q92743. recombinant HTRA1, FP-rhodamine activity-based probe. inhibition, % at 5.96 µM. hit rate 0.5% among 340,000. AID 504803, 2011; in the data active = inhibition above about 36%;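 also: 0% = enzyme with DMSO and 100% = wells lacking enzyme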
# SIAE primary – human SIAE inhibitors, primary screen, biochemical, fluorescence polarization, FP-Rh probe, 1536-well HTS. hit rate 0.69% among 370,000. AID 1053197, 2014. inhibition, % at 9.66 µM. SIAE FP-Rh probe binding;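 active = inhibition above a cutoff: mean of compounds within the control limits plus 3 SD of those, cut at about 17% in these data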;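 also: 0% = plate median of compound wells and 100% = probe without SIAE protein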
# ABHD4 inh – ABHD4 inhibitors, primary screen, biochemical, fluorescence polarization, mouse. hit rate 0.54% among 370,000. inhibition, % at 8.92 µM. purified mABHD4, FP-Rh probe fluorescence polarization. (Lyso)-N-acylphosphatidylethanolamine lipase (Mus musculus), Q8VD66;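 active = inhibition exceeding the mean over every tested compound plus 3 SD, cut at about 30% in these data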;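 also: 0% = plate median of compound wells and 100% = S159A mutant with DMSO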
#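 Material: mouse ABHD4 enzyme, wild type; Benchmarks: S159A mutant high control, sample median low control; Buffer or medium: HEPES pH 7.0, NaCl, Pluronic buffer; Signal: fluorescence polarization; Read-out: percent inhibition of probe binding, normalized to plate controls; Timing: pre-incubation 45 min, probe exposure 60 min, at 25 °C; Dosing: 8.92 µM, single dose.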
# TCR CD3 inh – inhibitors of human TCR-CD3 interaction, primary screen, biochemical, fluorescence, TAMRA-labeled TCR probe. T-cell receptor (TCR). inhibition, % at 9.4 µM. hit rate 0.37% among 360,000; in the data active = inhibition above about 19%;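 also: recombinant mutant TCR 2C K166C tagged with TAMRA read by polarization; 0% = receptor in buffer alone and 100% = receptor with positive control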
# PRMT1 inh – PRMT1 methyltransferase inhibitors, primary screen, biochemical, fluorescence polarization; inhibition, % at 2.79 µM; Protein arginine N-methyltransferase 1 (Homo sapiens), Q99873; recombinant PRMT1, activity-based probe fluorescence polarization; AID 652257, 2013; hit rate 1.3% among 370,000;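 active = inhibition above about 21% made by adding two undisclosed values, limit read from the data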
# TDP2 absorb – human TDP2 enzyme inhibitors, primary screen, biochemical, epi absorbance, recombinant enzyme. Tyrosyl-DNA phosphodiesterase 2 (Homo sapiens), O95551. T5PNP hydrolysis, p-nitrophenol absorbance 415 nm. inhibition, % at 12.8 µM. hit rate 0.34% among 370,000. AID 720702, 2013;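 active = inhibition above the mean of all tested compounds plus 3 SD, set per campaign, cut at about 25% in these data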;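 also: 0% = DMSO with enzyme and 100% = buffer with substrate but no TDP2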
#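 Incubation: 2 h at 37 °C; Test system: recombinant human TDP2; Quantity: enzyme 120 nM; Read-out basis: percent inhibition; Medium: 50 mM Tris-HCl pH 7.5 with Mg2+, KCl, DTT, BSA; Repeats: single replicate; Compound: 12.8 µM single point, 1% DMSO; Signal: epi absorbance; Reagent: 5 mM T5PNP chromogenic substrate; Benchmarks: no-enzyme high, DMSO-plus-enzyme low.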
# LEDGF integ inh – blockers of LEDGF/p75-dependent integrase strand transfer – biochemical, TR-FRET, high throughput, primary screen | TR-FRET IN-LEDGF/p75 DNA integration, Eu/Cy5 | AID 743269, 2014 | HIV-1 integrase (with human LEDGF/p75) | inhibition, % at 3.7 µM | hit rate 0.64% among 370,000;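 active = inhibition above the screen-wide mean plus 3 SD, cut at about 13% in these data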;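 also: signal is the Cy5 over europium emission ratio at 671 and 618 nm; 0% = plate median of compound wells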
# GC-B act – human GC-B receptor activators, primary screen, HEK293 GC-B cells, cGMP TR-FRET, EC30 CNP; Atrial natriuretic peptide receptor 2 (Homo sapiens), P20594; 0% at EC30 CNP, 100% saturating CNP; activation, % at 10 µM; hit rate 0.11% among 370,000;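 active = activation at 10 µM reaching about 35% in either raw or pattern-adjusted values, limit read from the data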
# Target sequence (P20594 whole entry, looked up): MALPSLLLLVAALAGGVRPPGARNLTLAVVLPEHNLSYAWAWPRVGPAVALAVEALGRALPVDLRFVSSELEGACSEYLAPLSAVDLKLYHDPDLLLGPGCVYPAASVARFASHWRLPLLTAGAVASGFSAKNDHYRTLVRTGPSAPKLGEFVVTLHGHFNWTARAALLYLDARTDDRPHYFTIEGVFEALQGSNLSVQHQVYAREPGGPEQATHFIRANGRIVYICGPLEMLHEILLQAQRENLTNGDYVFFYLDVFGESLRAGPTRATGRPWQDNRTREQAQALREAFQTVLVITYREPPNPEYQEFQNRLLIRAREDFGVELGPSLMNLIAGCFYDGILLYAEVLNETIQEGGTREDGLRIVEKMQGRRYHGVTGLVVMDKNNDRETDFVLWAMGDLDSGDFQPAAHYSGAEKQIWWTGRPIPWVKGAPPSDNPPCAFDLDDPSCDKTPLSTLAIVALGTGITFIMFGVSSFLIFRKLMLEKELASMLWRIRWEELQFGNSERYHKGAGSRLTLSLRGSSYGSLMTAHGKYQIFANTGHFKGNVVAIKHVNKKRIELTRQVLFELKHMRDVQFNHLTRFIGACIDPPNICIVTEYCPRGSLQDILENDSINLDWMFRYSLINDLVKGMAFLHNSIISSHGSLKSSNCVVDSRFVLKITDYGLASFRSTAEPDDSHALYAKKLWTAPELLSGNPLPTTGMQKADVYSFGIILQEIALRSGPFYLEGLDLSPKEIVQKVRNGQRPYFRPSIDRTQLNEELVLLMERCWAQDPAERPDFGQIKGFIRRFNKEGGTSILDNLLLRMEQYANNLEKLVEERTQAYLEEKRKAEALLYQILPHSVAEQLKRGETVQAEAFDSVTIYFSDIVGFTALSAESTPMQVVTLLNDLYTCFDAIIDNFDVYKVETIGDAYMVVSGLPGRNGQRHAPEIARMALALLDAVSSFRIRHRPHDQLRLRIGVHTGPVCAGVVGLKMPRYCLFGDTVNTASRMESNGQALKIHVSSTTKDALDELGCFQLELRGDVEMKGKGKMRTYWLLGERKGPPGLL
# An asterisk follows results filed as active; / = not tested or not shown. These rows are one share of the data; the hit share may differ from the screen's.
SMILES,MBD2 DNA inh,rCAG binder,HTRA1 inhibitor,SIAE primary,ABHD4 inh,TCR CD3 inh,PRMT1 inh,TDP2 absorb,LEDGF integ inh,GC-B act
O=C(NCCCN1CCCC1=O)c1cccc(NS(=O)(=O)c2ccc(Br)cc2)c1,8,3,14,-4,-18,-2,10,-19,-4,2
Cc1cccc(N(Cc2cc(=O)[nH]c3ccccc23)C(=O)CCl)c1,-3,7,-20,0,-4,-1,14,-2,2,1
CCCC12CN3CC(C)(CN(C1)C31CCCCC1)C2=O,-1,-2,1,5,-4,4,-4,4,-1,4
Cc1nc(C(=O)NNC(=O)c2ccccc2)c(C(F)(F)F)o1,-1,0,9,-3,-2,-7,-1,18,-2,2
Cc1c(Cl)cccc1NC(=O)CCN1CCCC(C)C1 (stereo unspecified),-1,-2,3,11,-5,-1,-3,4,-2,2
O=C1CCC[C@H]2C[C@H](NCc3cccc(F)c3)CC[C@]23CCCN13,4,/,/,-3,-5,/,1,-3,-2,-7
CC(C)(C)NC(=O)NC(=O)CN1CCN(S(=O)(=O)c2ccc3c(c2)OCCO3)CC1,-1,-5,2,-3,7,-3,-1,-16,2,3
CC(C)(C)OC(=O)C(C)(C)Sc1nnc(N)s1,-2,-3,4,4,-4,3,-4,6,-3,-2
CCCCC(=O)Nc1cccc(NC(=O)c2cccnc2Cl)c1,1,-2,6,3,-3,2,-2,7,1,-4
Nc1nc(SCC(=O)Nc2ccc(Cl)cc2C(F)(F)F)n[nH]1,-2,-1,-3,-2,1,-3,2,-4,-8,3
CCc1ccc(C(=O)Nc2ccc(C)c(NS(C)(=O)=O)c2)cc1,-2,-1,/,-2,-8,6,-5,14,3,0
COc1cc(NC(=O)Cn2nc(C(F)(F)F)c3c2CCCC3)cc(OC)c1OC,5,-2,7,-1,2,-6,-2,-11,-4,-1
OC[C@H]1O[C@@H](Oc2ccc(O)cc2)[C@H](O)[C@@H](O)[C@@H]1O,-6,3,4,10,8,9,2,3,3,3
O=C(NC1CCCCN(Cc2cccc(C(F)(F)F)c2)C1=O)c1ccc(-c2ccccc2)cc1 (stereo unspecified),2,4,/,-2,-4,/,2,1,-1,0
CCOC(=O)C1CCN(S(=O)(=O)c2ccc(C(C)(C)C)cc2)CC1,4,-6,1,4,-1,2,-4,10,-1,-2
COc1ccc(CNC(=S)Nc2ccccc2Cl)cc1,-5,-2,2,5,-4,2,-3,2,2,3
CSc1ncccc1C(=O)NC(C)C1CC2CCC1C2 (stereo unspecified),-2,-3,8,4,-5,6,2,1,-3,1
CCOc1ccc(NC(=O)CCCc2cc(-c3ccc(OCC)cc3)on2)cc1,4,-2,2,6,-1,-11,0,4,1,3
O=[N+]([O-])c1ccc(NCCOc2ccccc2Cl)nc1,-2,-1,-7,-6,-2,-9,4,-8,-8,-2
O=C(O)CCC(=O)Nc1nc(-c2ccccc2)cs1,-4,2,6,19*,0,-1,1,-5,-3,3
COc1ccc(N(C)C(=O)c2cn(CC(C)C)c(=O)c3cc(OC)c(OC)cc23)cc1,0,-7,-9,-3,4,-6,0,9,-3,-5
CC1(C)NC(=O)N(Cc2cc(=O)n3ccsc3n2)C1=O,-4,1,5,-5,-3,-1,0,-8,-1,-5
COc1cc(OC)cc(C(=O)NC(C(=O)Nc2ccc3c(c2)OCCO3)C(C)C)c1 (stereo unspecified),1,-2,-4,0,-3,-4,-3,-6,4,0
CN[C@H]1C[C@H]2c3cc(-c4ccccc4)ccc3CCN2C(=O)[C@H]1[C@H](C)O,2,5,0,-4,-1,5,-2,-7,1,0
Clc1ccc2c(c1)c1ccccc1n2CN1CCOCC1,-5,2,-14,1,-15,-8,1,7,4,-9
# (further entries)
SMILES,MBD2 DNA inh,rCAG binder,HTRA1 inhibitor,SIAE primary,ABHD4 inh,TCR CD3 inh,PRMT1 inh,TDP2 absorb,LEDGF integ inh,GC-B act
COc1ccc(C2=NN(C(N)=S)C(c3ccco3)C2)cc1 (stereo unspecified),2,3,3,1,3,-5,1,4,-2,0
CC(Cc1ccccc1)=NNc1ccc([N+](=O)[O-])cc1[N+](=O)[O-],-2,0,1,4,2,6,0,5,1,-1
CCCCSc1nnc(-c2cc(Br)ccc2N)c(=O)[nH]1,6,22,0,-7,-12,-12,4,2,4,0
CN(Cc1ccccc1)C(=O)OCc1cn(Cc2ccc(Cl)cc2)nn1,4,5,/,3,0,/,5,2,-2,4
O=C(Cn1cc(C(F)(F)F)cc(Cl)c1=O)Nc1ccc(N2CCOCC2)cc1,1,-5,-2,7,6,3,0,-5,-5,0
Cc1cc(C(=O)OCC(=O)NNC(=O)c2cccs2)ccc1[N+](=O)[O-],1,5,-4,4,2,-1,0,2,-4,-1
Cn1ncc([N+](=O)[O-])c1C(=O)Nc1ccccc1C(=O)O,5,-2,-5,-6,1,-4,2,4,-6,3
CCOc1ccc(N2CC(C(=O)NCCc3c[nH]c4ccc(OC)cc34)CC2=O)cc1 (stereo unspecified),-2,-2,3,6,-4,-3,-2,3,1,2
CSc1cccc(NC(=O)CN(c2cccc(C)c2)S(C)(=O)=O)c1,7,-1,-12,-5,2,1,1,8,-1,0
COC(=O)c1cccc(OCC(O)Cn2cnc3cc(C)c(C)cc32)c1 (stereo unspecified),-3,-9,3,0,-4,6,-1,-13,3,-8
Cc1ccnc(Nc2nc3ccccc3o2)n1,-4,4,6,3,-1,-2,1,-1,-1,5
O=C(O)CCCc1nc2ccccc2s1,-3,2,4,-5,0,6,6,-1,0,-2
CN1CCN(C(=S)Nc2ccc([N+](=O)[O-])cc2)CC1,-5,5,-3,9,-6,-3,0,-8,2,-1
C=CCOc1cccc(CNCc2ccncc2)c1,-1,-1,3,-5,1,-2,2,-3,3,0
CC(C)(NC(=O)c1cc(Cl)c2ccccc2c1O)C(=O)O,-4,-3,6,2,7,1,-2,14,1,3
O=C(Nc1ccccc1C(=O)N1CCN(Cc2ccccc2)CC1)c1ccccc1,-2,-6,0,-4,4,-3,-1,-1,1,-2
O=c1c(Br)c(N2CCCC2)cnn1-c1ccccc1,-1,5,3,-4,5,2,-3,-10,0,3
O=C(NCCCN1CCOCC1)c1ccc(-c2ccc(Cl)cc2)o1,1,3,-13,2,-5,9,4,-7,4,-1
CN=C1SC(CC(=O)Nc2cc(Cl)ccc2Cl)C(=O)N1C (stereo unspecified),-1,0,-1,4,-3,2,-1,-3,-4,-2
Cc1ccn(CCC(=O)Nc2ccc(-c3ccno3)cc2)n1,-1,-1,4,1,3,5,-2,1,0,5
C/C(=N\Nc1nccnc1Cl)c1ccc(Cl)c(Cl)c1,1,-3,-13,3,4,-3,2,-9,-3,-1
CC(/C=C/c1ccccc1)=N\NC(=O)CSc1ccccn1,-2,0,5,7,-4,9,-1,-1,-4,-1
CCN1C(=O)[C@@H]2[C@@H]3CN(S(=O)(=O)c4ccc(C)cc4)[C@@H](c4cccc5ccccc45)[C@@H]3C(=O)C[C@@H]2C1=O,-4,3,/,4,5,5,-4,2,-11,0
COc1cc2nc(SCc3ccc(F)cc3)n(Cc3cccs3)c(=N)c2cc1OC,1,4,-34,1,-21,3,-1,-1,-3,3
CN1C(=O)NC(c2cccc([N+](=O)[O-])c2)C2=C1CC(C)(C)CC2=O (stereo unspecified),0,-3,-1,-5,2,-2,-1,6,-6,-1
Cc1ccc(Oc2nc(CN3CCOCC3)nc3sc4c(c23)CCC(C)C4)cc1C (stereo unspecified),0,-3,-23,3,6,4,-1,3,3,-4
CC(C)(Oc1ccc(Cl)cc1)C(=O)NNC(=O)c1ccc(Br)o1,-2,-3,0,-3,3,7,0,-4,-1,5
CC(=O)Nc1ccc(CNC(=O)C[N+]2(C)CCOCC2)cc1,-1,-1,-1,-11,3,0,2,-9,-2,3
COc1ccc(N2CCN(C(=O)CSc3nnc4c(C)cc5cc(C)ccc5n34)CC2)cc1,6,0,-7,3,-1,3,-2,12,-1,-24
Cc1ccc2c(C)cc(=S)[nH]c2c1,1,2,-6,14,8,-2,5,12,4,-1

# Ordered by length of the SMILES (falling): 6 of the compounds above.
SMILES,MBD2 DNA inh,rCAG binder,HTRA1 inhibitor,SIAE primary,ABHD4 inh,TCR CD3 inh,PRMT1 inh,TDP2 absorb,LEDGF integ inh,GC-B act
CN1C(=O)NC(c2cccc([N+](=O)[O-])c2)C2=C1CC(C)(C)CC2=O (stereo unspecified),0,-3,-1,-5,2,-2,-1,6,-6,-1
COc1cc2nc(SCc3ccc(F)cc3)n(Cc3cccs3)c(=N)c2cc1OC,1,4,-34,1,-21,3,-1,-1,-3,3
COC(=O)c1cccc(OCC(O)Cn2cnc3cc(C)c(C)cc32)c1 (stereo unspecified),-3,-9,3,0,-4,6,-1,-13,3,-8
O=C(NCCCN1CCOCC1)c1ccc(-c2ccc(Cl)cc2)o1,1,3,-13,2,-5,9,4,-7,4,-1
CC(C)(NC(=O)c1cc(Cl)c2ccccc2c1O)C(=O)O,-4,-3,6,2,7,1,-2,14,1,3
Cc1ccnc(Nc2nc3ccccc3o2)n1,-4,4,6,3,-1,-2,1,-1,-1,5

# 4 entries drawn at random from the list so far:
SMILES,MBD2 DNA inh,rCAG binder,HTRA1 inhibitor,SIAE primary,ABHD4 inh,TCR CD3 inh,PRMT1 inh,TDP2 absorb,LEDGF integ inh,GC-B act
O=C(NCCCN1CCOCC1)c1ccc(-c2ccc(Cl)cc2)o1,1,3,-13,2,-5,9,4,-7,4,-1
CCOc1ccc(N2CC(C(=O)NCCc3c[nH]c4ccc(OC)cc34)CC2=O)cc1 (stereo unspecified),-2,-2,3,6,-4,-3,-2,3,1,2
CN(Cc1ccccc1)C(=O)OCc1cn(Cc2ccc(Cl)cc2)nn1,4,5,/,3,0,/,5,2,-2,4
CC(C)(NC(=O)c1cc(Cl)c2ccccc2c1O)C(=O)O,-4,-3,6,2,7,1,-2,14,1,3
